# NCI-60 one-dose screen, 48 h, at 10 µM unless noted. Numbers give growth in % (100 = growth as untreated, 0 = no growth, -100 = all killed).
# 786-0 = 786-0 renal cancer cells | AID 1794775 | 81,000 compounds, 5.1% hits
# RXF 393 = RXF 393 renal cancer cells; 77,000 compounds, 6.9% hits
# TK-10 = TK-10 renal cancer cells | 81,000 compounds, 3.9% hits | AID 1794769
# SN12C = SN12C renal cancer cells. 81,000 compounds, 3.8% hits
# CAKI-1 = CAKI-1 renal cancer. 75,000 compounds, 4.7% hits. AID 1794772
# ACHN = ACHN renal cancer; 81,000 compounds, 4.9% hits
# A498 = A498 renal cancer cells; AID 1794774; 76,000 compounds, 5.4% hits
# UO-31 = UO-31 renal cancer; 81,000 compounds, 5.2% hits; AID 1794768
# U251 = U251 CNS tumor cells | 80,000 compounds, 5.4% hits | AID 1794753
# * hit, by the source's call; nt = no result given; & = joins results of further samples. The calls were made as follows: active = growth percent below 10; inactive = the rest.
SMILES,786-0,RXF 393,TK-10,SN12C,CAKI-1,ACHN,A498,UO-31,U251
COC(=O)Nc1ccc(C)c(NC(=O)OC)c1,112,118,111,98,96,103,112,86,104
COc1ccccc1[C@H]1C(C(=O)c2ccc(O)cc2)C2(N[C@@H]1c1ccccc1)C(=O)Nc1ccc(Br)cc12 (stereo partly drawn),27,13,51,25,19,32,37,28,26
O=C(Nc1ccc(-c2nc3ccccc3c(=O)[nH]2)cc1)c1ccccc1,95,82,105,83,76,89,94,61,69
OCc1ccc(-c2ccc(-c3ccc(CO)s3)o2)s1,30,57,-21*,56,-54*,64,-89*,41,15
Cc1nc(N)nc(Cl)c1CCC1OCCO1,107,107,108,108,98,105,97,96,113
CC(=O)N1N=C(c2ccc(Nc3nc(Nc4ccc(F)cc4)nc(Nc4ccc(Cl)cc4)n3)cc2)CC1c1cccc([N+](=O)[O-])c1 (stereo not drawn),102,79,130,100,94,82,226,19,89
O=C(CSC(=S)n1cnc2ccccc21)NC(=O)c1ccccc1,103,111,100,109,102,103,102,91,106
CCCCCCCCc1ccc(CC(=O)Nc2ccc(C)cc2C(=O)O)cc1,92,97,94,nt,93,103,106,92,69
COc1nc2c(C)cccc2cc1-c1nc2c(cnn2-c2ccc(Br)cc2)c(=O)[nH]1,98,123,109,99,87,96,121,75,100
COC(=O)c1c(C)c(C)cc(C)c1C,103,nt,nt,103,99,108,97,101,99
COc1ccc(C(=O)/C(=N/O)S(=O)(=O)c2ccccc2)cc1,98,nt,88,106,103,108,109,92,97
O=C(O)C1C=CCC(C(=O)O)C1 (stereo not drawn),104,106,118,108,101,107,107,104,102
Fc1ccc(-c2ncnc3c2ncn3CC#CCCl)cc1,81,72,89,79,77,75,38,51,65
CCOc1ccc2nc(C)cc(Nc3cccc(O)c3)c2c1,83,89,83,77,85,86,62,54,83
CC(=O)c1ccc2ccccc2c1,100,109,103,100,108,114,92,97,99
COc1cccc(N2CCN(c3cccc(C)n3)CC2)c1,100,76,123,105,82,108,94,nt,98
CCOC(=O)c1nn(CC(O)c2ccccc2)c(NC(=O)Nc2cccc(F)c2)c1C (stereo not drawn),100,107,105,88,101,107,77,90,92
C/C=C/C(=O)O,102,114,100,122,115,100,91,83,119
Nc1nc(SCc2ccccc2)c2ncn(C3OC(CO)C(O)C3O)c2n1 (stereo not drawn),105,118,104,101,102,101,nt,81,101
O=C(O)c1ccc(O)cc1,103,106,103,106,104,104,102,81,100
COc1ccc(-c2nnc(-c3ccc4ccccc4c3)o2)cc1,92,107,99,nt,84,98,nt,109,96
CC[C@]12C=CCN3CC[C@@]4(c5ccc(OC)cc5N(C)[C@H]4[C@@](O)(C(=O)OC)[C@@H]1OC(=O)CCCN1CCN(C)CC1)[C@@H]32,106,73,99,89,54,103,83,76,90
CCOc1cc(/C=N\NC(=O)CCCC(=O)N/N=C/c2ccc(O)c(OCC)c2)ccc1O,112,125,113,96,113,95,111,81,113
O=C1C=CC(=O)N1C(=O)NCNC(=O)N1C(=O)C=CC1=O,97,107,116,110,109,114,105,89,101
CCCCCCCCCCOC(=O)c1ccccn1,nt,115,101,92,100,96,109,nt,112
O=C(O)C1CC(Br)C(Br)CC1C(=O)O (stereo not drawn),100&105,120&116,88&98,94&105,91&100,97&108,95&104,89&92,99&105
CC(=O)Nc1nc2ccc(NS(=O)(=O)c3cccc4c(N(C)C)cccc34)cc2[nH]1,80,54,102,70,43,76,2.6*,68,70
Nc1nc(Nc2ccc(Cl)cc2)c2c(n1)-c1ccoc1CC2,89,117,112,101,nt,88,89,72,95
CCC1=C(c2ccc(OC)cc2)CCC(C(=O)O)C1C (stereo not drawn),108,57,115,110,262,95,113,84,99
Cc1ccc2c(c1)CC(O)CC1C(=O)N(CCO)CC(=O)N21 (stereo not drawn),104,90,89,100,93,104,99,96,95
COc1ccc(NC(=O)NS(=O)(=O)c2c[nH]c(=S)[nH]c2=O)cc1,95,123,107,105,nt,98,106,80,97
C/C(=C\CCc1ccoc1)CC/C=C(\C)CCCN1CCCC1,89,79,81,nt,86,88,89,55,78
CCN(CC)CCNC(=O)COc1ccc(OC)cc1,97,111,95,101,89,nt,102,81,95
Cc1cccc2[nH]c(=O)cc(NNC(=S)Nc3ccccc3)c12,85,105,128,83,73,89,110,55,88
N#C/C(=C\c1cc(O)c(O)c(O)c1)C(N)=O,95,100,116,107,94,97,119,110,93
C=C(C)CN,94,121,119,nt,106,108,88,81,102
COc1ccc2nc3cc(Cl)ccc3c(Nc3ccc(O)c(CN4CCCC4)c3)c2c1,-22*,-84*,10,48,9.0*,-39*,62,-46*,0.6*
Cc1cccc(-c2nc(Nc3ccc(C)c(S(N)(=O)=O)c3)c3ccccc3n2)c1,11,23,60,30,24,15,53,25,29
CCOC(=O)c1c[nH]n2c(=S)ncnc12,96,113,100,99,102,100,98,85,102
Cc1ccc(N)c2ccccc12,99,nt,135,80,76,92,111,59,nt
O=C(CN1CCN(c2ncnc3c2cnn3-c2ccccc2)CC1)Nc1ccc(Cl)cc1,40,74,97,47,-40*,-81*,79,-60*,67
N#CCCC(C#N)(C#N)CCC#N,109,115,112,120,95,106,77,98,100
O=C(O)c1cccc(N2C(=O)C=CC2=O)c1,115,97,100,113,109,109,nt,86,99
CSc1nc(=O)n(Cc2ccc(F)cc2)c(=O)n1Cc1ccc(C)cc1,100,113,nt,96,85,101,106,80,95
O=[N+]([O-])c1c(Cl)ncnc1Cl,109,108,107,111,nt,95,90,101,96
COc1c(C2CC(=O)Nc3c2c(C)nn3-c2nc3ccccc3[nH]2)cc2c(c1OC)OCO2 (stereo not drawn),68,27,67,69,72,56,23,45,32
C=CCn1c(C)nc2cc(Nc3nc(Cl)nc4ccccc34)ccc21,88,87,114,97,87,103,55,94,96
CCOC(=O)C(C(=O)Cc1ccccc1)c1ccccc1 (stereo not drawn),109&103,114&102,120&119,95&94,91&101,99&105,68&56,86&96,97&97
N/C(=N\OC(=O)CSc1nc2ccccc2s1)c1ccccc1,103,109,118,98,92,106,nt,86,102
CC(C)c1cccc(C(C)C)c1OCCN(C(C)C)C(C)C,104,nt,103,95,99,102,79,82,92
CCN1C(=O)N(CC)C2SC(N/N=C/c3ccccc3)=NC21 (stereo not drawn),33,42,81,34,40,36,-19*,55,17
Clc1ccc(SC2Cc3ccccc3C2)cc1,97,107,101,105,102,115,107,86,104
COc1ccc(C2C3=C(COC3=O)N(CCO)c3cc4c(cc32)CCC4)cc1OC (stereo not drawn),27,-43*,14,39,8.7*,48,29,42,20
CCOC(=O)/C(C#N)=C\c1ccc(N(C)C)cc1,96,107,93,98,91,106,98,88,102
CC(O)C(=O)NCCc1ccccc1 (stereo not drawn),108,117,95,96,110,102,98,80,111
CCOc1ccccc1[C@H]1C(C(=O)c2ccc(Cl)cc2)C2(N[C@@H]1c1ccccc1)C(=O)Nc1ccccc12 (stereo partly drawn),-16*,-66*,36,-78*,8.9*,2.7*,-2.3*,8.8*,30
CC12CCC3C(C(O)CC4=CC(=O)CCC43C)C1CCC(=O)O2 (stereo not drawn),105,111,111,84,103,99,127,103,93
Cc1cc(=O)oc2cc(OCC(O)CNN3C(=O)c4cccc5c(NCc6ccccc6)ccc(c45)C3=O)ccc12 (stereo not drawn),101,87,137,97,99,100,99,60,100
CCOC(=O)c1c(C(C)=O)c([Si](C)(C)C)c2cc(C)ccn12,106,130,126,92,89,107,73,90,98
Brc1ccc(CN(Cc2ccccc2)C2CCCCC2)cc1,106,117,111,103,101,113,103,91,102

# Further structures:
SMILES,786-0,RXF 393,TK-10,SN12C,CAKI-1,ACHN,A498,UO-31,U251
CNC(=O)c1c(NC(=O)c2ccc(C(C)(C)C)cc2)sc2cc(O)ccc12,53,87,128,77,60,67,96,48,54
N#Cc1c(NC(=O)Nc2ccccc2Br)sc2c1CCCC2,95,85,118,104,94,102,nt,78,104
OCC1OC(O)CC(O)C1O (stereo not drawn),105,145,104,94,112,101,107,87,107
CC1(C)Cc2c(cn(Cc3ccccc3)c2-c2ccccc2)-c2oncc21,97,98,106,97,80,100,126,90,89
O=C(NN1C(=O)c2ccccc2C1=O)c1ccc(Nc2ncnc3c2cnn3-c2cccc(Br)c2)cc1,107,100,127,99,92,103,104,70,99
O=S(=O)(c1cc(Cl)c(Cl)cc1Cl)N(CCCCCN(S(=O)(=O)c1cc(Cl)c(Cl)cc1Cl)S(=O)(=O)c1cc(Cl)c(Cl)cc1Cl)S(=O)(=O)c1cc(Cl)c(Cl)cc1Cl,109,113,106,97,92,106,105,nt,107
CN1CCN(CCCN2c3ccccc3Sc3ccc(C(F)(F)F)cc32)CC1,37,37,66,57,34,47,70,35,28
O=C(CS(=O)(=O)c1ccc(Cl)cc1)c1ccccc1,107,116,95,103,100,114,94,93,96
CCOC(=O)c1cnc2cc(Cl)c(F)cc2c1Nc1cccc(S(N)(=O)=O)c1,72,100,99,99,81,104,73,84,102
CS(=O)(=O)c1ccc(N2N=C(c3ccc(-c4ccccc4)cc3)CCC2=O)cc1,89,80,90,95,69,91,nt,75,nt
CC(C)OCCCNCC(=O)Nc1ccc(S(=O)(=O)c2ccc(NC(=O)CNCCCOC(C)C)cc2)cc1,93,93,94,91,94,100,90,91,86
c1ccc2nc(N/N=C3\CCCCC3C3CCCCC3)ccc2c1 (stereo not drawn),49,nt,73,59,43,45,nt,61,42

# Only SN12C, for some of the entries so far:
Compound	SN12C
O=C(CS(=O)(=O)c1ccc(Cl)cc1)c1ccccc1	103
CCOC(=O)c1cnc2cc(Cl)c(F)cc2c1Nc1cccc(S(N)(=O)=O)c1	99

# (further entries)
SMILES,786-0,RXF 393,TK-10,SN12C,CAKI-1,ACHN,A498,UO-31,U251
C[C@H]1CCC/C=C/[C@@H]2CCC[C@H]2[C@H](O)/C=C/C(=O)N1,98,nt,115,117,88,108,103,88,112
CN1C[C@H](C(=O)N[C@]2(C)O[C@@]3(O)[C@@H]4CCCN4C(=O)[C@H](Cc4ccccc4)N3C2=O)C[C@@H]2c3cccc4[nH]cc(c34)C[C@H]21,93,63,92,79,89,97,88,68,71
Oc1ccc(Br)cc1-c1nc2ccccc2s1,108,129,157,99,79,91,nt,71,97
CO[C@H]1CC(O[C@@H]2/C(C)=C/C[C@@H]3C[C@@H](C[C@]4(C=C[C@H](C)[C@@H](C5CCCCC5)O4)O3)OC(=O)[C@@H]3C=C(C)[C@@H](O)[C@H]4OC/C(=C\C=C\[C@@H]2C)[C@]43O)O[C@@H](C)C1O[C@H]1C[C@H](OC)[C@@H](O)[C@H](C)O1 (stereo partly drawn),-80*,-95*,-85*,-79*,-95*,-100*,-80*,-98*,-91*
C#Cc1nc(/C=C\CCCCCCC(=O)NO)cs1,-78*,-4.2*,42,81,-20*,11,34,-76*,71
O=[N+]([O-])c1cccc(-c2nc3sccn3c2-c2ccnc(NCCNS(=O)(=O)c3ccc(Cl)cc3)n2)c1,92,84,124,75,73,65,85,46,94
CC(C)(C)c1ccc(C2=NN(c3ccc(S(C)(=O)=O)cc3)C(=O)CC2)cc1,104,86,107,92,87,94,78,81,92
COc1ccc(CCn2c(=O)sn(CCCl)c2=O)cc1,102,114,108,108,nt,106,85,86,97
CC1/C(=N\NC(N)=S)C(C)C(c2ccc(Cl)cc2)NC1c1ccncc1 (stereo not drawn),93,103,108,106,95,91,109,70,85
Nc1cccc2c1C(=O)c1ccccc1C2=O,76,97,74,85,66,83,46,56,89
COC(=O)C1=NN(c2ccccc2)C2=CNc3c(C)cccc3N21,100,82,109,96,71,92,89,66,97
CCc1c(N)nc(N)nc1Nc1ccc(C)c(C)c1,94&102,114&110,103&101,93&103,80&75,91&97,88,73&82,95&106
CN1c2c(C(=O)O)cnn2CC1c1ccccc1 (stereo not drawn),98,112,97,90,95,109,84,86,102
CC(O)c1cc2ccccc2c(=O)o1 (stereo not drawn),101,129,105,101,92,102,nt,90,103
COC(=O)c1nnn(-c2cccc(Cl)c2)c1N,93,101,121,85,62,70,129,nt,84
CCCCCCC1CCC(OC(C)=O)CC1 (stereo not drawn),101,105,94,102,100,108,88,89,90
[O-][n+]1cccc(CO)c1,99,120,109,97,101,98,131,87,97
CCOc1ccc(-c2cc(C(=O)Nc3ccc(C(C)=O)cc3)no2)cc1OCC,103,nt,107,102,92,99,101,92,96

# In the list so far, 13 contain an aryl methoxy group.
SMILES,786-0,RXF 393,TK-10,SN12C,CAKI-1,ACHN,A498,UO-31,U251
COc1ccccc1[C@H]1C(C(=O)c2ccc(O)cc2)C2(N[C@@H]1c1ccccc1)C(=O)Nc1ccc(Br)cc12 (stereo partly drawn),27,13,51,25,19,32,37,28,26
COc1nc2c(C)cccc2cc1-c1nc2c(cnn2-c2ccc(Br)cc2)c(=O)[nH]1,98,123,109,99,87,96,121,75,100
COc1ccc(C(=O)/C(=N/O)S(=O)(=O)c2ccccc2)cc1,98,nt,88,106,103,108,109,92,97
COc1cccc(N2CCN(c3cccc(C)n3)CC2)c1,100,76,123,105,82,108,94,nt,98
COc1ccc(-c2nnc(-c3ccc4ccccc4c3)o2)cc1,92,107,99,nt,84,98,nt,109,96
CC[C@]12C=CCN3CC[C@@]4(c5ccc(OC)cc5N(C)[C@H]4[C@@](O)(C(=O)OC)[C@@H]1OC(=O)CCCN1CCN(C)CC1)[C@@H]32,106,73,99,89,54,103,83,76,90
CCC1=C(c2ccc(OC)cc2)CCC(C(=O)O)C1C (stereo not drawn),108,57,115,110,262,95,113,84,99
COc1ccc(NC(=O)NS(=O)(=O)c2c[nH]c(=S)[nH]c2=O)cc1,95,123,107,105,nt,98,106,80,97
CCN(CC)CCNC(=O)COc1ccc(OC)cc1,97,111,95,101,89,nt,102,81,95
COc1ccc2nc3cc(Cl)ccc3c(Nc3ccc(O)c(CN4CCCC4)c3)c2c1,-22*,-84*,10,48,9.0*,-39*,62,-46*,0.6*
COc1c(C2CC(=O)Nc3c2c(C)nn3-c2nc3ccccc3[nH]2)cc2c(c1OC)OCO2 (stereo not drawn),68,27,67,69,72,56,23,45,32
COc1ccc(C2C3=C(COC3=O)N(CCO)c3cc4c(cc32)CCC4)cc1OC (stereo not drawn),27,-43*,14,39,8.7*,48,29,42,20
COc1ccc(CCn2c(=O)sn(CCCl)c2=O)cc1,102,114,108,108,nt,106,85,86,97

# From PubChem
